GPR151 activ = activators of human GPR151, primary screen, cell-based, PathHunter beta-arrestin, luminescence. G-protein coupled receptor 151 (Homo sapiens), Q8TDV0. PathHunter beta-arrestin GPR151 cells. activation, % at 11.2 µM. hit rate 1% among 650,000; in the data active = activation above about 4.9%;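 note: 0% = median of compound wells and 100% = cells with positive control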
MITF primary = MITF inhibitors, primary screen, biochemical, AlphaScreen, human | AlphaScreen MITF homodimerization, bead proximity signal | AID 1259374, 2018 | Microphthalmia-associated transcription factor (Homo sapiens), O75030 | hit rate 0.91% among 650,000 | inhibition, % at 2.6 µM; in the data active = inhibition above about 50%;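 note: 0% = vehicle wells with protein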
FBW7 activator = FBW7 E3 ligase activators, primary screen, biochemical, AlphaScreen, human | F-box/WD repeat-containing protein 7 (Homo sapiens), Q969H0 | normalized activity (activation), % at 26.1 µM | hit rate 0.13% among 650,000 | AlphaScreen FBW7–phospho-cyclin E peptide binding, activator screen; in the data active = normalized activity above about 1.9%;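 note: purified mutant Fbw7 with reduced substrate affinity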
Target sequence (Q969H0 whole entry, looked up): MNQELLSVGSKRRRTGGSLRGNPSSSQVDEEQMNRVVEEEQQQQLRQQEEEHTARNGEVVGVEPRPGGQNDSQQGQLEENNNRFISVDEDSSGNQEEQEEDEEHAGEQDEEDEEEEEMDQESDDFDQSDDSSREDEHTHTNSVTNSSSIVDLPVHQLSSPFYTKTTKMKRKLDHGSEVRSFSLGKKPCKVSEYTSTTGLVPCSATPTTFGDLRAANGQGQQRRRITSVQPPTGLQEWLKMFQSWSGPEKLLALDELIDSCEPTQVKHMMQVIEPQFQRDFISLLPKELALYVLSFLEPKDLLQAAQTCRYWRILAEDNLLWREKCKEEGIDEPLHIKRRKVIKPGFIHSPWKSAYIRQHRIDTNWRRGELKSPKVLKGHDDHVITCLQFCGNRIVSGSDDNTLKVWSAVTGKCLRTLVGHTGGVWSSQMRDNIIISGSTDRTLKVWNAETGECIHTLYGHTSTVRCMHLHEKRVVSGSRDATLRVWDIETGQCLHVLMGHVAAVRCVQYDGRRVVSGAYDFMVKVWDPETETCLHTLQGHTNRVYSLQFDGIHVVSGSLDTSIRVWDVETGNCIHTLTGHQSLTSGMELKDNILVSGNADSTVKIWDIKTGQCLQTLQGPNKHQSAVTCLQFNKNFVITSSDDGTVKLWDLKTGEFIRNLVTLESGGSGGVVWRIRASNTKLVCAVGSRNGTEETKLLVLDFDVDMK
TEAD-YAP inh = TEAD-YAP interaction inhibition, primary screen, TEAD-YAP interaction inhibitor project, luminescence, HEK-TIYL cells; TEAD-Gal4/YAP UAS-luciferase luminescence; inhibition, % at 9.12 µM; hit rate 1.4% among 640,000; in the data active = inhibition above about 32%;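 note: 0% = median of test compound wells and 100% = reference inhibitor wells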
Starred values were filed as active, the others as inactive; . = not tested or not shown; & = joins results of further samples.

entry	Structure	GPR151 activ	MITF primary	FBW7 activator	TEAD-YAP inh
1	O=[N+]([O-])c1ccc(S(=O)(=O)N2CCCC(c3nc(-c4cccs4)no3)C2)cc1 (centres undefined)	0.3	6.9	0.1	6.9
2	O=C(CC1Nc2c3ccccc3nc(=S)n2C1=O)N1CCN(c2ccccc2F)CC1 (centres undefined)	-0.6	3.0	-0.1	12.9
3	C=CCOC(=O)C1=C(C)OC(N)=C(C#N)C1c1ccc(C)cc1 (centres undefined)	0.3	-2.8	0.1	4.0
4	CNC(=O)C(C)n1c2ccccc2c2nc(=O)cc(C)n21 (centres undefined)	-0.2	-0.3	-0.1	-1.8
5	Cc1c(NC(=O)Cc2ccc(Cl)cc2)cccc1[N+](=O)[O-]	0.7	6.4	0.2	7.6
6	CSc1ncccc1C(=O)NCCc1ccccc1F	-0.2	3.8	0.0	-2.3
7	Cc1ccc(NC(=O)CCC(=O)OCC(=O)c2ccc(Cl)c([N+](=O)[O-])c2)cc1	0.0	10.7	0.2	3.2
8	CCc1ccc(C2CC(c3ccccc3C)n3nnnc3N2)cc1 (centres undefined)	-1.4	-4.7	0.0	2.2
9	CC(C)C(=O)OCC(=O)Nc1ncc(C(F)(F)F)cc1Cl	0.4	1.7	0.0	11.7
10	COCCNS(=O)(=O)c1ccc(OC)c(-c2nnc3c4ccccc4c(C)nn23)c1	0.8	19.0	-0.1	-9.2
11	O=c1c2ccccc2nc(SCc2cccc(Cl)c2)n1CC1COc2ccccc2O1 (centres undefined)	2.8	1.7	0.0	-5.9
12	CN(C)NC(=O)CC12CC3CC(C1)CC(CC(=O)NN(C)C)(C3)C2	0.3	12.9	-0.1	-6.0
13	Cc1nn(CCO)c2nc(-c3ccccc3)cc(-c3ccccc3)c12	-1.0	-3.6	-0.2	-3.9
14	Cc1cccc(NC(=O)C2C3C=CC4(O3)C2C(=O)N(C2CCC(C)CC2)C4C(=O)NC2CCCC(C)C2C)c1 (centres undefined)	-0.3	7.7	0.3	11.0
15	CC(Oc1ccc(Cl)cc1Cl)C(=O)Nc1ccc(S(=O)(=O)N2CCc3ccccc32)cc1 (centres undefined)	0.6	3.9	0.6	14.7
16	Cc1ccc(C(=O)Nc2cccc(-c3nc4ncccc4o3)c2)c(Cl)c1	0.1	-0.3	0.1	0.0
17	CN1CCN(C(=O)c2ccc(-c3nc(C(=O)NCc4ccccc4)cs3)cc2)CC1	0.2	11.1	0.0	4.0
18	O=C(Nc1ccc(Oc2ccccc2)cc1)c1ccc(Cl)cc1[N+](=O)[O-]	-0.2	3.2	0.1	3.2
19	Cc1ccc(C2CC(C(F)(F)F)n3ncc(C(=O)Nc4cccc(Cl)c4)c3N2)cc1 (centres undefined)	1.3	4.2	0.5	-0.6
20	N#Cc1c(C(F)(F)F)cc(-c2cccs2)nc1SCc1ccc(Cl)cc1	1.9	6.6	0.2	-1.7
21	CN1C(=O)NC(c2ccccc2Cl)C2=C1CC(C)(C)CC2=O (centres undefined)	5.7*	-3.1	-0.1	3.6
22	Cc1csc2nc(CSc3nnnn3C)cn12	-3.3	7.5	0.1	-75.0
23	OCC1CCCN1c1nc(NC2CC2)c2ncn(-c3ccsc3)c2n1 (centres undefined)	2.0	3.6	0.0	1.1
24	O=C(COc1ccc(C2CCCCC2)cc1)Nc1ccc(Cl)c(Cl)c1	-1.6	-3.0	0.2	-9.0
25	O=C1C2C3c4ccccc4C(CO)(c4ccccc43)C2C(=O)N1c1ccc(Cl)cc1Cl (centres undefined)	-1.3	-2.4	-0.1	-13.4
26	C/C(CCN1CCCc2nc(C)c(C)cc21)=N\OC[C@@H](O)COCc1ccco1	0.1	-1.8	0.1	.
27	Cc1nnc2ccc(SCC(=O)N3CCc4ccccc4C3)nn12	1.9	-15.2	-0.3	4.8
28	O=C1CCCN1c1ccc(S(=O)(=O)Nc2ccc(F)c(Cl)c2)cc1	1.2	-2.1	0.0	46.5*
29	CCOC(=O)CNC(=O)CNC(=O)Cn1ccc2ccccc2c1=O	0.7	2.9	0.0	-5.2
30	COC(=O)c1cnn2c(C(F)(F)F)cc(-c3ccccc3)nc12	0.6	-6.4	-0.1	2.9
31	Cc1nn(-c2ccc(F)cc2)c(C)c1CNC(=O)Cn1cc(NC(=O)c2ccccn2)cn1	1.6	13.8	0.0	3.0
32	Cc1ccc(Cc2c(C)nc3nc(SCc4ccccc4F)nn3c2C)cc1	-0.3	-3.8	0.6	-52.2
33	CC(=O)N(Cc1ccc2c(c1)OCO2)Cc1cc2cc(C)cc(C)c2[nH]c1=O	-0.2	-0.4	-0.1	-0.4
34	CCC(C)(C)NC(=O)CN(C(=O)CCC(=O)Nc1ccccn1)c1cccc(C)c1	-0.9	1.2	-0.1	1.3
35	O=c1[nH]cnc2c1ncn2[C@@H]1O[C@H](CO)[C@@H](O)[C@H]1O	-1.3&0.7	-4.3&-3.8	-0.2&-0.1	-3.8&-1.2
36	O=C(O)C1CCN(c2ccc(S(=O)(=O)N3CCOCC3)cc2[N+](=O)[O-])CC1	-2.2	0.0	-0.1	-12.7

Part of the list above, as labelled records.
[27] Cc1nnc2ccc(SCC(=O)N3CCc4ccccc4C3)nn12
  GPR151 activ: 1.9; MITF primary: -15.2; FBW7 activator: -0.3; TEAD-YAP inh: 4.8
[28] O=C1CCCN1c1ccc(S(=O)(=O)Nc2ccc(F)c(Cl)c2)cc1
  GPR151 activ: 1.2; MITF primary: -2.1; FBW7 activator: 0.0; TEAD-YAP inh: 46.5*
[29] CCOC(=O)CNC(=O)CNC(=O)Cn1ccc2ccccc2c1=O
  GPR151 activ: 0.7; MITF primary: 2.9; FBW7 activator: 0.0; TEAD-YAP inh: -5.2
[30] COC(=O)c1cnn2c(C(F)(F)F)cc(-c3ccccc3)nc12
  GPR151 activ: 0.6; MITF primary: -6.4; FBW7 activator: -0.1; TEAD-YAP inh: 2.9

An excerpt of these results, with values under each structure.
Order of values – GPR151 activ | MITF primary | FBW7 activator | TEAD-YAP inh
(27) Cc1nnc2ccc(SCC(=O)N3CCc4ccccc4C3)nn12
    1.9 | -15.2 | -0.3 | 4.8
(32) Cc1ccc(Cc2c(C)nc3nc(SCc4ccccc4F)nn3c2C)cc1
    -0.3 | -3.8 | 0.6 | -52.2
(35) O=c1[nH]cnc2c1ncn2[C@@H]1O[C@H](CO)[C@@H](O)[C@H]1O
    -1.3&0.7 | -4.3&-3.8 | -0.2&-0.1 | -3.8&-1.2
(29) CCOC(=O)CNC(=O)CNC(=O)Cn1ccc2ccccc2c1=O
    0.7 | 2.9 | 0.0 | -5.2
(36) O=C(O)C1CCN(c2ccc(S(=O)(=O)N3CCOCC3)cc2[N+](=O)[O-])CC1
    -2.2 | 0.0 | -0.1 | -12.7
(34) CCC(C)(C)NC(=O)CN(C(=O)CCC(=O)Nc1ccccn1)c1cccc(C)c1
    -0.9 | 1.2 | -0.1 | 1.3

New compounds follow:
entry	Structure	GPR151 activ	MITF primary	FBW7 activator	TEAD-YAP inh
37	CCCCN1C(=O)CN(C2CCCCCC2)C(=O)C1c1ccccc1F (centres undefined)	0.2	-7.3	0.2	-12.6
38	COc1ccc(C(=O)n2ccc(C)n2)cc1Br	-0.4	-6.6	0.0	11.4
39	O=C(O)c1cccc(-c2cc3ccccc3oc2=O)c1	-8.8	4.3	0.1	-46.1
40	CCN(CC)CCCNc1ncnc2ccccc12	-0.9	-10.5	0.0	6.5
41	COc1cc(NC(=O)CNC(=O)Cn2cnc3sc4c(c3c2=O)CCCC4)cc(OC)c1OC	-0.2	9.7	0.0	-6.7
42	COC(=O)c1ccc(NC(=O)c2ccc3c(c2)C(=O)N(c2ccc(C)cc2)C3=O)cc1	0.0	1.5	0.1	3.4
43	COCCOC(=O)c1c(C)oc2ccc(OCC(=O)C(C)(C)C)cc12	0.9	-3.9	-0.1	-10.9
44	CCOc1ccc(N2C(=O)CC(SCCC(=O)Nc3ccc(F)cc3)C2=O)cc1 (centres undefined)	-0.6	15.9	0.0	-0.8
45	COc1ccc(C(=O)Cc2ccc(OC)c(OC)c2)c(OC)c1	3.6	-4.8	0.2	-2.1
46	CCOc1ccc(C2C(C(=O)Nc3nc4ccccc4s3)c3ccccc3C(=O)N2CCN2CCOCC2)cc1 (centres undefined)	-0.8	4.8	-0.1	0.6
47	COC(=O)c1ccc(COC(=O)C23CC4CC(CC(O)(C4)C2)C3)o1	-0.4	2.7	0.0	-6.2
48	CCOC(=O)c1c(C)[nH]c(C(=O)N/N=C\c2ccccc2Cl)c1C	3.1	-7.2	0.0	40.1*
49	CC(C)NC(=O)c1ccccc1NC(=O)c1ccccc1	-0.9	8.4	-0.1	-4.9
50	O=C(CCC1CCCCC1)Nc1ncc([N+](=O)[O-])s1	-2.1	1.9	0.1	-61.3
51	COc1ccc(OCC(=O)N/N=C/C(C)=C/c2ccco2)c(Br)c1	-0.4	-11.4	0.1	-10.1
52	CC1=NN2C(=N)/C(=C\c3coc4ccccc4c3=O)C(=O)N=C2S1	0.3	2.1	0.0	3.8
53	C=CCOc1ccccc1CN1CCCCC1	0.8	-4.3	-0.2	-16.3
54	CSc1nc2c(c(=O)[nH]1)C(c1ccccc1)C1=C(CCCC1=O)N2 (centres undefined)	-0.5	-1.6	0.0	0.9
55	COc1cc(NC(=O)c2cc3nc(-c4ccccc4)cc(C(F)(F)F)n3n2)cc(OC)c1OC	-1.1	-8.7	0.1	-3.5
56	CCCCN(CC)C(=O)C1c2cc(OC)c(OC)cc2C(=O)N2CCc3ccccc3C12 (centres undefined)	2.3	2.7	-0.1	-11.6
57	CCN1C(=O)/C(=C/c2c(NCC3CCCO3)nc3c(C)cccn3c2=O)SC1=S (centres undefined)	-0.4	26.3	0.5	0.7
58	Cc1ccc(-c2nc(C3CCCN3C(=O)CCCC(=O)O)n3ccccc23)cc1 (centres undefined)	5.5*	3.7	-0.6	-13.2
59	CCOC(=O)C1=C(C)N=c2s/c(=C/c3ccc(C#N)cc3)c(=O)n2C1c1ccc(OC)c(OC)c1 (centres undefined)	-1.6	7.7	-0.1	-6.2
60	COC(=O)c1c(NC(=O)c2cccc(OC)c2)sc(C)c1C	0.5	-1.4	0.1	4.7
61	COc1ccccc1CNc1ncccc1N1C(=O)CCC1=O	0.4	5.4	-0.1	-1.1
62	CSc1cccc2sc(N3CCN(C(=O)Nc4ccccc4C)CC3)nc12	0.2	-0.4	0.0	-3.3
63	CNC(=O)c1ccccc1Nc1nc(Nc2ccc(N3CCOCC3)c(F)c2)ncc1Cl	1.8	-3.0	0.0	63.0*
64	Cc1nnc(SCc2cccc(C(=O)c3ccccc3)c2)[nH]c1=O	-1.5	13.6	0.4	-1.7
65	CN(C)c1cccc(Nc2nc(NC3CC3)c3ncn(C4CCCCC4)c3n2)c1	-0.7	4.9	1.1	-22.8
66	CCN(CC)C(=O)CSc1nc2[nH]ncc2c(=O)n1-c1ccccc1	-2.6	3.8	0.2	10.7
67	NC(=O)c1ccc([N+](=O)[O-])cc1S(=O)(=O)Cc1ccccc1	0.2	2.0	-0.2	3.2
68	CCOC(=O)c1c(NC(=O)C(C)SC2=NN3CCCC(=O)N=C3S2)sc2c1CCC2 (centres undefined)	0.8	16.0	-0.1	0.6
69	Cc1cc(C(=O)Nn2c(C)nc3ccccc3c2=O)ccc1[N+](=O)[O-]	-0.9	0.0	0.0	7.0
70	NC(=O)c1ccc(Sc2ccccc2)c([N+](=O)[O-])c1	1.9	2.2	0.0	-1.4
71	CN(C)Cc1cc(CN(C)C)c(O)c(C(C)(C)C)n1	1.4	-0.4	-0.2	0.3
72	CC1CCc2c(sc(NC(=O)Cc3ccccc3)c2C(=O)Nc2ccc(Cl)cc2)C1 (centres undefined)	-0.3	-3.6	-0.1	-4.8

Single records, from the list above. Order of values: GPR151 activ	MITF primary	FBW7 activator	TEAD-YAP inh
`CC1CCc2c(sc(NC(=O)Cc3ccccc3)c2C(=O)Nc2ccc(Cl)cc2)C1` (centres undefined) in the list: -0.3	-3.6	-0.1	-4.8
`Cc1cc(C(=O)Nn2c(C)nc3ccccc3c2=O)ccc1[N+](=O)[O-]` in the list: -0.9	0.0	0.0	7.0

(cont.)
entry	Structure	GPR151 activ	MITF primary	FBW7 activator	TEAD-YAP inh
73	CC(C)(C)c1ccc(NC(=O)COC(=O)c2ccc(O)cc2)cc1	0.0	1.8	0.2	-0.9
74	Cc1ccc(C)c(N(C)S(=O)(=O)c2ccc3[nH]cc(C(=O)N4CCOCC4)c(=O)c3c2)c1	0.4	10.0	-0.7	-3.2
75	CN(CCN1CCOCC1)C1CCN(C(=O)CNC(=O)/C=C/c2cccs2)CC1	-0.9	62.3*	0.1	6.7
76	Cc1ccccc1OCc1nc2c3c4c(sc3ncn2n1)CCCCC4	-0.7	-11.4	0.0	7.5
77	CCCOc1ccc([N+](=O)[O-])cc1C=C1C(=O)NC(=O)NC1=O	5.3*	-46.9	0.1	-1.4

High-throughput results from PubChem BioAssay.
